# TrxR1 inh: blocks rat thioredoxin reductase 1; O89049; recombinant rTrxR1, NADPH fluorescence consumption, selenite substrate; Potency, µM (series often up to 114 µM), without a hit: top-dose activity change, negative = inhibition, most hits filed as inhibitors; hit rate 1% among 390,000; also: % is scaled to controls: 0 for no effect and ±100 for the full control effect; nearly all actives have a fitted effect of over 65% in size
#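 Rat TrxR1 (90 nM in the dispensed reagent) was pre-reduced with 400 uM NADPH for 5 min at room temperature, then incubated with compound for 15 min. After 400 uM selenite was added, NADPH fluorescence (Ex 340/Em 450 nm) was followed for 8 min.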
# JMJD2A Tudor inh: blocks the human JMJD2A Tudor domain; AlphaScreen JMJD2A-Tudor / H3K4me3 peptide binding; O75164; Potency, µM (top dose mostly 114 µM), inactives show at the highest dose activity change, negative = inhibition, usual class: inhibitors; hit rate 4.4% among 390,000; also: % is scaled to controls: 0 for no effect and ±100 for the full control effect; nearly all actives have a fitted effect of over 50% in size
# Target sequence (O75164 whole entry, looked up, the tested form may be a part): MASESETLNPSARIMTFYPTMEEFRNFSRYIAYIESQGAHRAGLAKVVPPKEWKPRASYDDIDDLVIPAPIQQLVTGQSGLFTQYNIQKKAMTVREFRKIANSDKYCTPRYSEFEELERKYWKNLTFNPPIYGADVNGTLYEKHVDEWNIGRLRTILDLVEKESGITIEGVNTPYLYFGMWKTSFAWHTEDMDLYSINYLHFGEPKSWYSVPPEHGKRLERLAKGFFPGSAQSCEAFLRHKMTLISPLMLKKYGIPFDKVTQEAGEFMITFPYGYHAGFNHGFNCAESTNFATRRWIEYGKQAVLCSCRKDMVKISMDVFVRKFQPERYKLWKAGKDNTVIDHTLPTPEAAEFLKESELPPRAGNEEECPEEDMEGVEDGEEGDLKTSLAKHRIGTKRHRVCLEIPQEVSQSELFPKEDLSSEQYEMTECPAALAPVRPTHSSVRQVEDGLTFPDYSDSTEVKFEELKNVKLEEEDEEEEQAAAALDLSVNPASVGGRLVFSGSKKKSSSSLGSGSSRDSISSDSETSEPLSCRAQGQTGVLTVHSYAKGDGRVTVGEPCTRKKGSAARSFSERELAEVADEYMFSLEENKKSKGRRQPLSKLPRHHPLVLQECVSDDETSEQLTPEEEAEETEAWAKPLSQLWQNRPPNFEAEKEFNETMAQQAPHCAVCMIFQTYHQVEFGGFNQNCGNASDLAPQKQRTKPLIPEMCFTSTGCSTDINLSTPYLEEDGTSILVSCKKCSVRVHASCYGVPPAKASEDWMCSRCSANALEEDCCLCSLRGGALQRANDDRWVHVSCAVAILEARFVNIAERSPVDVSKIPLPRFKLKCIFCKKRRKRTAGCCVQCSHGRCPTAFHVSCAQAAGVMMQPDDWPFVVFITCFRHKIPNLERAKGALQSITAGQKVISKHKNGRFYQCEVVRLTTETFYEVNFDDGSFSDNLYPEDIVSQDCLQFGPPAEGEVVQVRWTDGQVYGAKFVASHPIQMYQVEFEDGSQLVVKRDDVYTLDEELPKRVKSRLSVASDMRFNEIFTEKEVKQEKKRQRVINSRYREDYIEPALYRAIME
# GLS inhibitor: inhibitors of human glutaminase (GLS); hit rate 0.21% among 410,000; GLS enzymatic activity, qHTS titration; AID 624170; O94925; Potency, µM (series often up to 45.5 µM), for inactives: at the highest dose activity change, negative = inhibition, actives largely listed as inhibitors; also: % is scaled to controls: 0 for no effect and ±100 for the full control effect
#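 Assay buffer: 45 mM KH2PO4 pH 8.2, 0.02% Tween-20. hKGA acts on L-glutamine (1 mM solution added); product glutamate is reported by an oxidase/peroxidase Amplex Red coupling, with fluorescence taken at baseline and 30 min.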
# 12-LOX inh: inhibitors of human 12S-lipoxygenase ALOX12. purified 12hLO, xylenol orange hydroperoxide absorbance. Potency, µM (series often up to 108 µM), for the others: top-dose activity change, negative = inhibition, usual class: inhibitors. hit rate 1.1% among 580,000; also: % is scaled to controls: 0 for no effect and ±100 for the full control effect
#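 Purified human 12hLO (150 nM final) in 25 mM Hepes, 0.01% Triton X-100, pH 7.0 was preincubated 15 min at room temperature with compound. Then 40 uM arachidonic acid was added, 30 min. Hydroperoxide was read by Fe-XO absorbance ratio 573/405 nm.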
# HP1b chromo inh: blocks HP1-beta chromodomain binding to methylated histone tails; AlphaScreen HP1-beta / biotin-H3K9me3 peptide binding; hit rate 0.56% among 390,000; P83916; Potency, µM (titrated, usually from 114 µM), inactives show at the top dose activity change, negative = inhibition, most hits filed as inhibitors; also: nearly all actives have a fitted effect of over 70% in size; inactives centre near 23
#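 HP1-beta protein (50 nM final) preincubated 30 min at room temperature with biotinylated H3(1-18)K9me3 peptide (50 nM) in PBS pH 7.4, 0.01% Tween-20, then compound added for 30 min. AlphaScreen streptavidin donor/nickel chelate acceptor beads (10 ug/mL final), 30 min dark, luminescence read.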
# RGS4 inh: blocks human RGS4-accelerated GTP hydrolysis. AID 504845. Potency, µM (series often up to 114 µM), without a hit: at the top dose activity change, negative = inhibition, most hits filed as inhibitors. Transcreener GDP fluorescence polarization, RGS4-accelerated GTP hydrolysis. hit rate 0.039% among 390,000. P49798; also: % is scaled to controls: 0 for no effect and ±100 for the full control effect; nearly all actives have a fitted effect of over 75% in size; some results filed as inactive show a strong effect at the top dose
#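 MLSMR compounds (23 nl, pin-transferred) preincubated 10 min at room temperature with a 500nM (2x) first reagent, then RGS4 at 900nM (2x) plus Transcreener GDP mix added; fluorescence polarization (620/688 nm) read before and after 90 min at 30 °C.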
# Pin1 inhibitor: inhibitors of human Pin1; Pin1 FP peptide displacement, HiFluor488, 10 min; AID 504891; hit rate 0.009% among 390,000; Q13526; Potency, µM (titrated, usually from 115 µM), inactives show at the top dose activity, negative = inhibition, hits mostly inhibitors; active = well fitted inhibition curve with a large enough effect in the polarisation, with a control signal flat, not every such curve was filed as active; inconclusive = small, poorly fitted or top-dose-only effect, or effect the other way, or a change in a side signal; inactive = no such curve, though single readings can be large or run the other way; the % refers to the polarisation; also: % is scaled to controls: 0 for no effect and ±100 for the full control effect
# ERG Ets-DNA blk: inhibitors of human ERG Ets domain-DNA interaction. hit rate 0.028% among 370,000. AID 624246. Potency, µM (doses to about 76.9 µM), for the others: top-dose FP activity, negative = inhibition, usual class: inhibitors. P11308. fluorescence polarization, His-ERG Ets domain / labelled DNA; active = well fitted inhibition curve with a large enough effect in the polarisation, with a control signal flat; inconclusive = small, poorly fitted or top-dose-only effect, or effect the other way, or a change in a side signal; inactive = no such curve, though single readings can be large or run the other way; the % refers to the polarisation;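 also: polarization taken with two DNA probes labelled with fluorescein and Texas red; % of control where 0% means no effect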
#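 His-tagged ERG Ets domain (1 uM in the protein solution; 300mM KCl, 50mM Tris-HCl, 1mM EDTA, 1mM DTT, pH 7.5) received compound, then a probe mix of 5 nM fluorescein-DNA and 100nM Texas-615-DNA. Fluorescence polarization was read for both dyes.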
# Tb PGK inh: T. brucei PGK inhibition | hit rate 0.043% among 380,000 | AID 602233 | PGK/GAPDH coupled, Kinase-Glo luminescence, 60 min | P07378 | Potency, µM (doses to about 57.5 µM), without a hit: at the highest dose activity change, negative = inhibition, usual class: inhibitors; also: % is scaled to controls: 0 for no effect and ±100 for the full control effect; nearly all actives have a fitted effect of over 60% in size
#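 Recombinant glycosomal PGK reaction used 1,3-bisphosphoglycerate generated in-well by GAPDH (100nM final) in 100mM TEA pH 7.6, 5mM MgCl2, 0.01% Tween-20. After 60 minutes at room temperature, ATP was read by Kinase-Glo Plus luminescence end-point.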
# Numbers without * were called inactive; i = inactive; ? = inconclusive; · = not tested or not shown; & = joins results of further samples; [ ] = remark or other dose. Unless noted, calls follow the shape of the dose curve; as a rule, active = well fitted curve in the direction sought with a large enough effect; inconclusive = small, poorly fitted or top-dose-only effect, or another doubt; inactive = no such curve, though single readings can be large; an effect the other way counts as inactive or inconclusive. Potency is read from the fitted curve at half-maximal effect.
SMILES,TrxR1 inh,JMJD2A Tudor inh,GLS inhibitor,12-LOX inh,HP1b chromo inh,RGS4 inh,Pin1 inhibitor,ERG Ets-DNA blk,Tb PGK inh
CN1C(=O)C2(c3ccccc31)N(c1cccc(C(F)(F)F)c1)C(=O)CS2(=O)=O (stereo unspecified),-17.7%,-9.7%,5.0%,1.6%,15.6%,14.5%,-0.1%,-0.3%,6.1%
CCN(CC)S(=O)(=O)c1ccc2oc(C(=O)N(C)Cc3ccccc3)c(C)c2c1,12.8%,14.7%,-8.1%,-10.5%,43.7%[activator],-12.3%,12.0%,-0.6%,-6.5%
COc1ccc(-n2c(SCC(=O)Nc3cccc4ccccc34)nc(O)cc2=O)cc1,13.4%[57.1 µM],3.1%,18.4%,?,18.8%,4.8%,?,12.7%,3.0%
CCOc1ccc(N(CC(=O)N2CCCCCC2)S(=O)(=O)c2ccc(C)cc2)cc1,16.0%,-2.0%,-9.8%,-6.7%,41.3%[activator],-22.1%,-1.3%,-3.6%,16.4%
CCOC(=O)c1cn(CC(=O)Nc2ccc(OC)cc2OC)nn1,13.2%&7.9%,-8.1%&-10.0%,-2.3%&-0.3%,-9.5%&0.0%,26.8%&39.1%,23.3%&0.7%,-1.1%&-4.0%,-0.2%&-0.4%,-0.2%&-4.2%
O=C(C1c2ccccc2Oc2ccccc21)N1CCN(c2ccc(Cl)cc2)CC1,9.8%,-31.0%,11.1%,-6.2%,23.0%,-2.5%,?,-3.1%,3.2%
CCOC(=O)c1cccc(NC(=O)C2CCCN(S(=O)(=O)c3cnc[nH]3)C2)c1 (stereo unspecified),?,-12.4%,-1.0%,11.9%,51.6%[activator],-14.4%,-0.2%,0.0%,4.4%
CCCCC1CCCC12NC(=O)NC2=O (stereo unspecified),10.8%,-10.7%,6.4%,-3.8%,-1.9%,7.1%,-1.5%,-4.3%,-9.9%
COC(=O)CNC(=O)C1Nc2ccccc2C2C=CCC12 (stereo unspecified),8.91µM*,56.2µM*,-13.6%,-17.4%,-14.2%,?,?,12.7%,1.4%
Clc1ccccc1-c1ccc(CN2CCN(c3ccccc3)CC2)o1,-11.7%,?,-0.2%,?,41.5%[activator],-3.6%,6.5%,4.3%,-7.4%
CCOC(=O)N1CCN(C(=O)c2cccc(S(=O)(=O)Nc3ccc(F)cc3)c2)CC1,15.7%,-6.2%,19.5%,-17.7%,17.0%,-12.5%,-1.2%,-3.0%,0.0%
COc1ccc(/C=C2\Oc3ccccc3C2=O)cc1,35.5%,-0.7%,-0.8%,?,38.6%,-7.3%,-2.6%,-21.8%,-17.4%
Cc1cc(S(=O)(=O)N2c3ccc(F)cc3CCC2C)ccc1-n1cnnn1 (stereo unspecified),22.0%[57.1 µM],?,-7.4%,-19.9%,-2.2%,-2.2%,0.1%,-4.7%,-7.5%
Cc1nn(C)c(C)c1C(C)NC(=O)c1cc(COc2ccc(F)c(F)c2)on1 (stereo unspecified),29.2%[57.1 µM],?,11.3%,-2.2%,19.9%,-25.9%[56.9 µM],-1.4%,7.4%,i
Cc1ccc(-c2nn3c(C)nnc3c3ccccc23)cc1S(=O)(=O)NC(C)(C)CO,15.9%[57.1 µM],-9.1%&-15.7%,0.0%&1.4%,0.9%&-28.1%,15.5%&23.2%,25.9%&4.6%,-6.9%&2.5%,-8.2%&-1.1%,-4.3%
Cc1cccc(N2CCN(C(=O)COc3cc4oc(=O)cc(C)c4cc3Cl)CC2)c1C,-2.5%,3.0%,-7.8%,13.6%,37.5%,9.3%,1.9%,0.8%,i
CC(C)Cn1c(=O)c2ccccc2n2c(SCC(=O)N3c4ccccc4CC3C)nnc12 (stereo unspecified),4.6%,-18.8%,3.6%,?,11.0%,21.4%,0.8%,3.1%,-10.6%
CCN(CC)S(=O)(=O)c1ccc2c(c1)c(=O)c(C(=O)NCc1ccccc1Cl)cn2C,20.3%,-14.0%,-16.9%,?,-10.3%,-12.6%,-1.3%,6.4%,-2.4%
CN(C)c1ccc(CN(Cc2ccco2)C(=O)COc2ccc(F)cc2)cc1,9.7%,44.7µM*,0.5%,-4.4%,?,13.4%,?,-0.3%,·
Cc1nc(C)c(-c2csc(Nc3cccnc3)n2)s1,-0.5%,?,3.8%,-28.7%,8.3%,4.7%,0.2%,-2.3%,-9.6%

# Some of the entries above in a different format:
smiles	TrxR1 inh	JMJD2A Tudor inh	GLS inhibitor	12-LOX inh	HP1b chromo inh	RGS4 inh	Pin1 inhibitor	ERG Ets-DNA blk	Tb PGK inh
CCOC(=O)N1CCN(C(=O)c2cccc(S(=O)(=O)Nc3ccc(F)cc3)c2)CC1	15.7%	-6.2%	19.5%	-17.7%	17.0%	-12.5%	-1.2%	-3.0%	0.0%
COc1ccc(/C=C2\Oc3ccccc3C2=O)cc1	35.5%	-0.7%	-0.8%	?	38.6%	-7.3%	-2.6%	-21.8%	-17.4%
Cc1cc(S(=O)(=O)N2c3ccc(F)cc3CCC2C)ccc1-n1cnnn1 (stereo unspecified)	22.0%[57.1 µM]	?	-7.4%	-19.9%	-2.2%	-2.2%	0.1%	-4.7%	-7.5%
Cc1nn(C)c(C)c1C(C)NC(=O)c1cc(COc2ccc(F)c(F)c2)on1 (stereo unspecified)	29.2%[57.1 µM]	?	11.3%	-2.2%	19.9%	-25.9%[56.9 µM]	-1.4%	7.4%	i
Cc1ccc(-c2nn3c(C)nnc3c3ccccc23)cc1S(=O)(=O)NC(C)(C)CO	15.9%[57.1 µM]	-9.1%&-15.7%	0.0%&1.4%	0.9%&-28.1%	15.5%&23.2%	25.9%&4.6%	-6.9%&2.5%	-8.2%&-1.1%	-4.3%
Cc1cccc(N2CCN(C(=O)COc3cc4oc(=O)cc(C)c4cc3Cl)CC2)c1C	-2.5%	3.0%	-7.8%	13.6%	37.5%	9.3%	1.9%	0.8%	i

# More records.
SMILES,TrxR1 inh,JMJD2A Tudor inh,GLS inhibitor,12-LOX inh,HP1b chromo inh,RGS4 inh,Pin1 inhibitor,ERG Ets-DNA blk,Tb PGK inh
N#CCSc1nc2ccccc2c(=O)n1-c1ccccc1,0.1%,3.5%,0.9%,12.6%,38.6%,21.0%,4.8%,3.2%,-4.1%
CCOC(=O)c1c(NC(=O)c2cc3ccccc3c(=O)o2)sc2c1CCCC2,7.7%,-10.3%,4.7%,-15.3%,26.9%,-17.7%,-9.1%,-2.6%,-2.3%
CCOc1ccc(C(=O)NCC(c2ccco2)S(=O)(=O)c2cccs2)cc1 (stereo unspecified),-3.5%[57.1 µM],-12.0%,7.2%,-3.0%,14.7%,31.6%,5.0%,3.0%,11.8%
O=C(Nc1ccc(N2CCOCC2)cc1)c1ccncc1,1.1%,-13.5%,33.4%[activator],114.3%[activator],6.5%,-7.9%,-3.2%,-9.1%,-5.4%
COc1ccc(CN2CCc3nc(Nc4ccccc4)ncc3C2)c(OC)c1OC,6.2%[57.1 µM],-21.5%,-0.3%,4.4%,28.8%,-7.6%,9.3%,0.7%,-1.9%
Cc1ccccc1CSCCC(=O)NCCc1ccccc1,-11.0%,-13.1%,5.4%,35.3%[activator],32.2%,4.0%,-3.4%,6.7%,-0.4%
Cc1ccc(NC(=O)Nc2ccc3c(c2)OCO3)c(Br)c1,28.5%,-13.8%,12.8%,-22.7%,29.3%,-26.1%,-7.3%,8.1%,-5.2%
CCC(CC)C(=O)OCc1cc(=O)n2nc(C3CCCCC3)sc2n1,12.4%[57.1 µM],-13.7%,2.9%,-0.2%,14.6%,9.4%,-3.2%,-1.0%,i
Cc1ccc(S(=O)(=O)n2cc(C=O)c3ccccc32)cc1,2.2%,7.7%,4.4%,13.4%,36.8%,50.7%,2.8%,10.0%,3.0%
CCOCCCN(Cc1ccco1)S(=O)(=O)c1cc2c(cc1Cl)NC(=O)CO2,?,-27.3%,-5.9%,?,13.5%[57 µM],25.6%,5.0%,6.0%,-9.9%
C=CCN(C1CCCCC1)S(=O)(=O)c1ccc2c(c1)oc(=O)n2C,5.0%,-13.6%,11.8%,3.5%[57.4 µM],25.3%,22.7%,9.8%,9.8%,-4.9%
CCOc1ccc(C(=O)NNC(=O)CCNC(=O)c2ccc(Br)cc2)cc1OC,33.6%,-3.0%,-4.2%,2.2%,41.2%[activator],5.8%,1.1%,15.6%,i
Cc1cc(=O)oc2c3c(cc(OCC(=O)N[C@H](C(=O)O)c4ccccc4)c12)OC(C)(C)CC3,?,-23.8%,-2.2%,0.7%,20.0%,-24.7%,2.7%,-55.9%,-0.4%
COc1ccccc1CN1CC(C(=O)N(C)Cc2ccc(C)o2)CCC1=O (stereo unspecified),35.5µM*,-8.3%,2.4%,-3.1%,22.5%,-9.3%,-8.3%,6.8%,8.6%
Cc1ccc(C(=O)c2ccccc2C(=O)O)cc1C,13.2%[57.1 µM],-20.4%,-2.2%,-6.3%,27.8%,-2.4%,-2.2%,11.1%,-9.8%
CC1(C)C(=O)Nc2ccccc2N1C(=O)COC(=O)COc1ccc(C#N)cc1,-16.7%,-22.3%,-6.4%,-25.4%,10.2%,16.7%,-13.4%,-0.3%,-6.2%

# Screens as filed in PubChem.

# Some of the compounds tested; rates above refer to the full screens.
